Bioassay records from PubChem.
RNase H inhibition: RNase H inhibition, HIV 1 Gag Pol polyprotein, FRET biochemical assay, screening (AID 372). actives 0.77% (n = 100,000). HIV-1 RT RNase H, FRET RNA/DNA substrate fluorescence; higher % means a stronger effect. one-dose inhibition, % at 10 µM; IC50 in µM for titrated hits; in the data active = inhibition above about 50%
Starred values were filed as active, the others as inactive.

SMILES	RNase H inhibition
Cc1ccc(-c2cc(C(=O)NCCN3CCOCC3)c3ccccc3n2)cc1	2%
O=C(Nc1ccc(Cc2ccc(NC(=O)c3ccccc3)c(Cl)c2)cc1Cl)c1ccccc1	14%
O=C(NN1C(=O)CSC1=S)c1ccccc1Br	8%
Cc1cc(Nc2cccc(C(F)(F)F)c2)n2c(nc3ccccc32)c1C#N	29%
CCOC(=O)C1=C(C)N=c2s/c(=C/c3ccc(OC)cc3)c(=O)n2C1c1cccs1 (stereo not given)	6%
CCOC(=O)C1=C(C)OC(N)=C(C#N)C1c1ccccc1C(F)(F)F (stereo not given)	23%
CCOC(=O)c1c(-c2ccccc2)oc2ccc(OCC(=O)O)cc12	0%
COc1ccc(NC(=O)/C(C#N)=C\c2cc(OC)c(OCC(=O)O)cc2Br)cc1	6%
O=C(NCCCO)c1ccc(Cl)cc1	14%
O=C(O)COc1ccccc1/C=N/NC(=O)Cn1nnc(-c2ccccc2Cl)n1	19%
COc1c(Cl)cc(C(=O)Nc2cccc(-c3nc4ccccc4o3)c2)cc1Cl	12%
O=[N+]([O-])c1ccc(O)c(C=Nc2ccc(-c3ccccc3)cc2)c1	0%
CCCC1CCc2c(sc(NC(=O)C3CC3c3ccccc3)c2C(N)=O)C1 (stereo not given)	7%
COc1ccc(C2Nc3ccccc3NC3=C2C(=O)CC(c2ccc(Cl)cc2)C3)c(OC)c1OC (stereo not given)	13%
CCOc1ccc(NC(=S)NC(NC(=O)c2cccc(I)c2)C(Cl)(Cl)Cl)cc1 (stereo not given)	16%
COc1cc(NC(=O)c2cccc(OC)c2)cc(OC)c1	0%
O=Cc1ccc(OC(=O)c2cccc(C(=O)Oc3ccc(C=O)cc3)c2)cc1	3%
CC(=O)Nc1ccc(C(=O)NCCCN(C)C)cc1	5%
CCCC(=O)Nc1cc(-c2nc3cc(Cl)cc(Cl)c3o2)ccc1C	7%
CCOCCOC(=O)C1=C(C)NC(=O)NC1c1ccc(F)cc1 (stereo not given)	4%
CCc1ccc2[nH]c3nc(N/N=C/c4cccc(OC)c4O)nnc3c2c1	3%
COc1cc(NC(=O)Cc2ccccc2)ccc1NC(=O)c1ccco1	0%
Nc1nnc(Cc2ccc(Cl)cc2)s1	2%
O=C(Nc1ccc(NC(=O)c2cccc(Br)c2)cc1)c1ccccc1	8%
CCOc1cc(/C=C2/SC(=S)N(C)C2=O)ccc1OCc1ccccc1Cl	0%
O=C(NN=C1c2ccccc2-c2ccccc21)c1cccc(Br)c1	8%
COc1ccc(Cl)cc1NC(=O)NC1CCCCC1	6%
CCOc1cccc(OCCCOc2c(C)cccc2C)c1	26%
O=C(c1ccc(F)cc1)N1CCN(C2C3CC4CC(C3)CC2C4)CC1 (stereo not given)	0%
N/C(=N/c1nc2ccccc2o1)NC(=O)Nc1ccccc1	14%
Cc1cccc(C(=O)O)c1NC(=O)c1cccc([N+](=O)[O-])c1	14%
CN1CCN(C2CCC(c3ccccc3)CC2)CC1 (stereo not given)	0%
N#Cc1c2c(c(Nc3cccc(Cl)c3)n3c1nc1ccccc13)CCC2	7%
Cc1cc(Cl)ccc1OCC(=O)Nc1ccc(F)c([N+](=O)[O-])c1	2%
CCN1C(=O)NC(c2ccc(SC)cc2)C(C(=O)OCCOC)=C1C (stereo not given)	0%
O=C(C1CN(S(=O)(=O)c2ccccc2)CCN1S(=O)(=O)c1ccccc1)N1CCN(c2ccccc2)CC1 (stereo not given)	4%
CC(C)(C)c1ccc(C(=O)NN=C2CCC(c3ccccc3)CC2)cc1 (stereo not given)	5%
CN(C)CCN1C(=O)C(=O)/C(=C(/O)c2ccccc2)C1c1cccc([N+](=O)[O-])c1 (stereo not given)	1%
O=C(O)c1cccc(N2COc3ccc4cc(Br)ccc4c3C2)c1	27%
O=C(N/N=C/c1c(Br)cc(Br)c(O)c1Br)c1ccccn1	2%
Cc1cc(Br)ccc1N1C(=O)c2ccc(C(=O)O)cc2C1=O	7%
CC(C)C(NC(=O)CN(c1cccc([N+](=O)[O-])c1)S(=O)(=O)c1ccccc1)C(C)C	8%
COc1ccc(O)c(C=Nc2ccc(Cl)cc2)c1	1%
Cc1ccccc1OCC(=O)Nc1ccc(F)cc1	8%
COCC(O)CSCc1ccc(Cl)cc1 (stereo not given)	6%
Cc1ccc(C(C)C)c(OCC(=O)Nc2cccc(S(N)(=O)=O)c2)c1	13%
COc1cc(C(=O)NCc2ccccc2F)cc(OC)c1OC	0%
Cc1ccc2nc(SCC(=O)Nc3ccc(C)c(C)c3)[nH]c2c1	9%
COc1ccc(C2=C/C(=C/c3ccc(-c4cccc([N+](=O)[O-])c4)o3)C(=O)O2)cc1	2%
COC(=O)C(CC(C)C)NC(=O)CSc1nnc(C)c(=O)[nH]1 (stereo not given)	8%
(next part)
SMILES	RNase H inhibition
COc1ccc(-c2csc(N3N=C(c4ccccc4)CC3c3ccccc3)n2)cc1F (stereo not given)	8%
CC(C)OC(=O)/C=C(\N)c1ccccc1	0%
COc1ccc(C=Nn2c(-c3ccc(Cl)cc3Cl)n[nH]c2=S)c(OC)c1OC	12%
O=C(Nc1cccc2nsnc12)c1ccc(Cl)c([N+](=O)[O-])c1	41%
CC(C)(C)NCC(=O)NCCNc1ccc([N+](=O)[O-])cc1Cl	6%
Cc1ccccc1OCC(=O)Nc1cccc(-c2nc3ncccc3o2)c1	9%
Cc1cc(=O)[nH]c(N/N=C/c2cccnc2)n1	0%
Cc1ccc(C(=O)Nc2ccc(NC(=O)c3cccs3)cc2)cc1[N+](=O)[O-]	2%
COc1cc(/C=N/NC(=O)CN2CCOCC2)ccc1O	8%
CCc1cccc(CC)c1N(Cc1ccco1)C(=O)CC1CCCCC1	13%
C/C(=N\NC(=O)c1ccc(CN2CCOCC2)cc1)c1ccc2c(c1)OCCO2	0%
O=C1NC(=S)N(c2ccc(Br)cc2)C(=O)/C1=C/c1ccc(-c2cccc([N+](=O)[O-])c2)o1	30%
COC(=O)c1c(NC(=O)c2cc(-c3ccc(Br)cc3)nc3ccccc23)sc2c1CCC2	13%
O=C(CSc1nc2sc3c(c2c(=O)[nH]1)CCc1ccccc1-3)c1ccc(Cl)cc1	26%
CC(C)(C)OC(=O)NC(Cc1c[nH]c2ccccc12)C(=O)NCc1ccccc1 (stereo not given)	0%
COc1cc(CN2CCN(Cc3ccncc3)CC2)cc(OC)c1OC	8%
Clc1ccccc1CSc1nnc2c(n1)OC(c1ccccn1)Nc1ccccc1-2 (stereo not given)	9%
CCCCOc1ccc(NC(=O)CSc2nnc(N)s2)cc1	1%
CCN(Cc1ccccc1)c1cc(C)c2ccc(Cl)cc2n1	14%
COc1ccc(C2CC(=O)C3=C(C2)Nc2ccccc2NC3c2cc(F)ccc2F)cc1OC (stereo not given)	40%

Copied from the list:
CCCCOc1ccc(NC(=O)CSc2nnc(N)s2)cc1 in RNase H inhibition shows 1%
CC(C)(C)OC(=O)NC(Cc1c[nH]c2ccccc12)C(=O)NCc1ccccc1 (stereo not given) in RNase H inhibition shows 0%

The list continues:
SMILES	RNase H inhibition
COC(=O)c1c(NC(=O)CSc2ccccn2)sc2c1CCC2	18%
Cc1ccc(Cl)c(OCCCCN2CCC(C)CC2)c1	11%
O=C(Nc1cccc([N+](=O)[O-])c1)c1ccncc1	5%
COc1ccc(-c2cc(C(=O)Nc3ccc(Br)cc3)c3ccccc3n2)c(OC)c1	6%
COC(=O)c1ccc(/C=C/C(=O)c2ccc(F)cc2)cc1	0%
COc1ccc(Cl)cc1NC(=O)c1ccc(OC)c([N+](=O)[O-])c1	10%
CCO/N=C1/CC(c2ccccc2)Cc2onc(C)c21 (stereo not given)	16%
COc1ccccc1C(=O)NC(=S)Nc1cc(-c2nc3ccccc3s2)ccc1Cl	23%
O=C(NC(=S)Nc1ccc2oc(-c3cc(Cl)ccc3Cl)nc2c1)c1ccccc1Cl	12%
Oc1ccc(Br)cc1/C=C/c1ccc2cccc(O)c2n1	11%
CC1=C(C(=O)Nc2ccc(Cl)cc2)C(c2ccc(N(C)C)cc2)NC(=S)N1 (stereo not given)	10%
CCOc1cc(/C=C2/SC(=O)NC2=O)ccc1OCc1ccc(Cl)cc1	26%
Cn1c(-c2cccc(Cl)c2)n[nH]c1=S	0%
CCOc1ccc(N2C(=O)NC(=O)/C(=C\c3ccc(Br)o3)C2=O)cc1	1%
CC1CN(C(=O)c2cnn(-c3ccccc3)c2NC(=O)c2cccc(F)c2)CC(C)O1 (stereo not given)	5%
O=C(NCCc1ccccc1)C1COc2ccccc2O1 (stereo not given)	10%
Cc1ccc(C(=O)NC(=S)Nc2cc(-c3nc4cc(Cl)ccc4o3)ccc2C)cc1C	19%
COc1ccc(CN2C(=O)NC(=O)/C(=C\c3ccc(C)o3)C2=O)cc1	32%
CCCC(=O)NC(NC(=S)Nc1ccc(Br)cc1)C(Cl)(Cl)Cl (stereo not given)	31%
O=C(O)/C=C/c1cn(-c2ccccc2)nc1-c1cccc(Br)c1	11%
CCOC(=O)c1c(NC(=S)NC(=O)c2cccc(Cl)c2)sc2c1CCCC2	24%
Cc1cc(O)c(NC(=O)COc2ccc([N+](=O)[O-])cc2)cc1C	11%
Cc1cc(/C=C2\C(=O)NC(=S)N(c3cccc(Cl)c3)C2=O)c(C)n1-c1ccccc1	21%
CCOC(=O)C(CCOCCOc1c(C)cc(Cl)cc1C)C(=O)OCC	5%
O=C1CSC(=O)N1c1ccc(Cl)cc1	9%
O=S(=O)(c1ccc2c(c1)Cc1cc(S(=O)(=O)N(CCO)CCO)ccc1-2)N(CCO)CCO	0%
Cc1ccc(C(=O)Nc2cccc3ccccc23)cc1[N+](=O)[O-]	14%
O=C(NC(=O)c1cccc2ccccc12)Nc1ccc(Br)cc1	9%
COc1ccc(/C=C/C(=O)NC2CCCC2)cc1OC	2%
O=C1S/C(=C/c2cccc(Br)c2)C(=O)N1c1ccccc1	12%
COc1ccc(C2CC(=O)C(C=NCCc3ccccc3)=C(O)C2)cc1OC (stereo not given)	22%
COc1cc(/C=C2/SC(N)=NC2=O)ccc1OCc1ccccc1[N+](=O)[O-]	39%
COc1ccc2c(c1)C(C)=CC(C)(C)N2S(=O)(=O)c1ccc(NC(C)=O)cc1	6%
CCCCCCOC(=O)Nc1ccc(S(=O)(=O)Nc2ccccc2)cc1	6%
CCC(=O)Nc1cc(-c2nc3cc(Cl)ccc3o2)ccc1C	0%
Cc1ccc2oc(-c3ccc(NC(=O)c4cccc([N+](=O)[O-])c4)cc3)nc2c1	1%
Cc1ccc2c(c1)NC(C)(C)c1sn(-c3ccc(C)c(Cl)c3)c(=S)c1-2	27%
O=C(O)c1ccc(Br)c(S(=O)(=O)Nc2ccc(Br)cc2)c1	8%
O=C(Nc1ccc(Cl)cc1)c1ccccc1C(=O)c1ccc(Cl)cc1	18%
CS(=O)(=O)N(Cc1ccccc1)c1ccc(C(=O)NCc2ccc(Cl)cc2)cc1	29%
CCn1c2ccccc2c2cc(CN3CC(C)CC(C)C3)ccc21 (stereo not given)	12%
COc1ccc(C(=O)N(Cc2ccccc2)c2ccccn2)c(OC)c1	6%
C#CCSc1nc2c(c(=O)n1C1CCCCC1)C1(CCCC1)Cc1ccccc1-2	3%
O=C(Nc1ccc2nn(-c3ccc(F)cc3)nc2c1)c1ccccc1[N+](=O)[O-]	14%
Cc1cc(C)c(C(=O)/C=C2\NCCNC2=O)c(C)c1	8%
COc1cccc(NC(=S)NC(=O)c2ccc(OC)c(OC)c2)c1	28%
O=C(O)CCC(=O)c1ccc2ccccc2c1	0%
COc1ccc(C(=O)NNS(=O)(=O)c2ccccc2)cc1	9%
COc1ccc(Nc2nc(NCc3ccco3)nc(N/N=C/c3cc(Br)ccc3OCc3ccc(Cl)cc3Cl)n2)cc1	7%
Cc1ccc(C(C)C)c(Oc2cc(Cl)ccc2NC(=O)c2cc(Br)cc(Br)c2O)c1	27%
(list continues)
SMILES	RNase H inhibition
CCOc1ccc(C2C(C(=O)OC)=C(C)NC3=C2C(=O)CC(c2ccc(OC)cc2)C3)cc1 (stereo not given)	3%
CC(=O)c1cccc(NC(=O)c2ccc(-c3cc(Cl)ccc3Cl)o2)c1	48%
Nc1ccc(Nc2nc(-c3ccc(Br)cc3)cs2)cc1	17%
COc1ccc(C(=O)Nc2sc(C(=O)OC(C)C)c(C)c2C(=O)OC(C)C)cc1OC	11%
CC(C)OP(=O)(OC(C)C)C1(O)C(=O)Nc2ccccc21 (stereo not given)	0%
C/C(=C\c1ccccc1Cl)C(=O)c1c(C)cc(C)[nH]c1=O	17%
Brc1ccc(CN2CCN(Cc3ccccn3)CC2)cc1	4%
COc1cccc(N(CC(=O)Nc2ccc(OC)cc2OC)S(=O)(=O)c2ccccc2)c1	12%
COc1ccccc1N(CC(=O)Nc1ccccc1F)S(=O)(=O)c1ccccc1	16%

By substructure: those above containing a nitro group on carbon
SMILES	RNase H inhibition
O=[N+]([O-])c1ccc(O)c(C=Nc2ccc(-c3ccccc3)cc2)c1	0%
Cc1cccc(C(=O)O)c1NC(=O)c1cccc([N+](=O)[O-])c1	14%
Cc1cc(Cl)ccc1OCC(=O)Nc1ccc(F)c([N+](=O)[O-])c1	2%
CN(C)CCN1C(=O)C(=O)/C(=C(/O)c2ccccc2)C1c1cccc([N+](=O)[O-])c1 (stereo not given)	1%
CC(C)C(NC(=O)CN(c1cccc([N+](=O)[O-])c1)S(=O)(=O)c1ccccc1)C(C)C	8%
COc1ccc(C2=C/C(=C/c3ccc(-c4cccc([N+](=O)[O-])c4)o3)C(=O)O2)cc1	2%
O=C(Nc1cccc2nsnc12)c1ccc(Cl)c([N+](=O)[O-])c1	41%
CC(C)(C)NCC(=O)NCCNc1ccc([N+](=O)[O-])cc1Cl	6%
Cc1ccc(C(=O)Nc2ccc(NC(=O)c3cccs3)cc2)cc1[N+](=O)[O-]	2%
O=C1NC(=S)N(c2ccc(Br)cc2)C(=O)/C1=C/c1ccc(-c2cccc([N+](=O)[O-])c2)o1	30%
O=C(Nc1cccc([N+](=O)[O-])c1)c1ccncc1	5%
COc1ccc(Cl)cc1NC(=O)c1ccc(OC)c([N+](=O)[O-])c1	10%
Cc1cc(O)c(NC(=O)COc2ccc([N+](=O)[O-])cc2)cc1C	11%
Cc1ccc(C(=O)Nc2cccc3ccccc23)cc1[N+](=O)[O-]	14%
COc1cc(/C=C2/SC(N)=NC2=O)ccc1OCc1ccccc1[N+](=O)[O-]	39%
Cc1ccc2oc(-c3ccc(NC(=O)c4cccc([N+](=O)[O-])c4)cc3)nc2c1	1%
O=C(Nc1ccc2nn(-c3ccc(F)cc3)nc2c1)c1ccccc1[N+](=O)[O-]	14%

Some of the compounds tested (hit frequency here may not be typical).
